High-throughput results (PubChem)
TAAR1 ag: agonists of human TAAR1; Q96RJ0; CHO RD-HGA16 TAAR1, Fluo-8 calcium fluorescence; vehicle wells 0%, saturating PEA agonist 100%; activation, % at 3 µM; 360,000 tested, 0.99% active;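 active means activation above the mean activation of all test compounds in the run plus 3 SD, cut at about 38% in these data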
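Repeats: no replicates (n 1) | Material: CHO-derived RD-HGA16 cells with stable Gα16 and human TAAR1 | Technique: Kinetic Fluo-8 calcium fluorescence | Schedule: 17-24 h seeding, 75 min 37 °C dye, 30 min RT | Evaluation: % activation from peak over basal fluorescence ratio, DMSO-to-PEA scaled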
CRFBP-R2 agonist: agonists of human CRF-binding protein/CRF-R2 receptor complex; HEK293 CRF-R2/CRF-BP, calcium dye fluorescence (FLIPR); percent of saturating CRF peptide response; activation, % at 13.2 µM; 350,000 tested, 0.46% active; AID 588473;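 active means activation of at least 50%, plus an integration ratio under a set limit after plate pattern correction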;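 further: plate controls were neutral control wells without compound for no effect and CRF at EC100 for full effect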
M5 antag: blocks acetylcholine activation of human M5 receptor; P08912; CHO-hM5 cells, Fluo-8 calcium fluorescence, ACh EC80; inhibition, % at 3 µM; 360,000 tested, 0.59% active;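 active means inhibition above a per-plate cutoff, the mean of that plate's test compounds plus 3 SD, cut at about 27% in these data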;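 further: 0% = acetylcholine EC80 with DMSO and 100% = DMSO without agonist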
Target sequence (P08912 whole entry, looked up): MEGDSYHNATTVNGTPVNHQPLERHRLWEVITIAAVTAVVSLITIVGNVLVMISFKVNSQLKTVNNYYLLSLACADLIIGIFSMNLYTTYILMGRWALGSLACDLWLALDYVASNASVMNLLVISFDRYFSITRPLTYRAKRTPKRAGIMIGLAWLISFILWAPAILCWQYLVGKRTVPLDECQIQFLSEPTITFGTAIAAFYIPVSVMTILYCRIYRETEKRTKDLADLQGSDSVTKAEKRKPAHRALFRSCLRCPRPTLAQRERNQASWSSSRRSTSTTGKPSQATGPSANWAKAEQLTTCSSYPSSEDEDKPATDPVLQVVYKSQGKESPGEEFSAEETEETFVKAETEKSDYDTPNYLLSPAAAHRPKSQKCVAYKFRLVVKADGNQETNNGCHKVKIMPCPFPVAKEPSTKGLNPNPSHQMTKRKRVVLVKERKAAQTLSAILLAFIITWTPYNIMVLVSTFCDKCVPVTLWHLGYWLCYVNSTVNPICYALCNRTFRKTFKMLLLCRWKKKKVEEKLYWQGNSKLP
CRFR2-BP antag: blocks CRF-induced signaling of the CRF-BP/CRF-R2 complex; HEK293 CRF-R2/CRF-BP, CRF-induced calcium fluorescence; AID 588475; 350,000 tested, 0.59% active; inhibition, % at 11.8 µM;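 active means inhibition of the ligand-induced calcium signal above about 50% at the single tested concentration, limit read from the data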
M4 PAM: potentiates acetylcholine response at human M4 receptor; P08173; CHO-K1 hM4/Gqi5, Fluo-8 calcium fluorescence, ACh EC20; 0% = ACh EC20, 100% = maximal ACh; activation, % at 3 µM; 360,000 tested, 0.4% active; AID 624126;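 active means activation above its plate's cutoff, the mean activation of sample wells plus 3 SD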; further: some results filed as inactive read as strong as hits
Target sequence (P08173 whole entry, looked up): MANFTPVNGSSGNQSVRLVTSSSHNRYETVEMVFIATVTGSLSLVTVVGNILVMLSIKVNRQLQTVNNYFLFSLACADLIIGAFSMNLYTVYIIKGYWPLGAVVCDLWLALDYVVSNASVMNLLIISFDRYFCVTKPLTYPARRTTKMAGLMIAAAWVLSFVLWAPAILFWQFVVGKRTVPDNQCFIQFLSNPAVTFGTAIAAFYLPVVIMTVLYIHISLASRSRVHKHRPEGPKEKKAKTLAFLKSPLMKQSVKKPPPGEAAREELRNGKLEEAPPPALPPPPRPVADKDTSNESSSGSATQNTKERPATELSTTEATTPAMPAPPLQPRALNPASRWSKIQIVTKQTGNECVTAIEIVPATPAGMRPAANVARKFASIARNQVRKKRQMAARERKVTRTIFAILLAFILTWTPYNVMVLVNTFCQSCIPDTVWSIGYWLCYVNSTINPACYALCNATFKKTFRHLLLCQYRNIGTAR
M1 PAM parental: nonselective activator or artifact in parental CHO-K1 calcium assay; ATP EC20, Fluo-8 calcium fluorescence; 0% at ATP EC20, 100% at ATP max; activation, % at 3 µM; 360,000 tested, 0.02% active; AID 602247;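 active means activation above the run cutoff, the mean activation of all test compounds plus 3 SD, cut at about 40% in these data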;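 further: peak over basal fluorescence ratio in a 140 s read after ATP addition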
TAAR1 antag: human TAAR1 antagonism; Q96RJ0; CHO RD-HGA16 TAAR1, Fluo-8 calcium fluorescence, antagonist; inhibition, % at 3 µM; 360,000 tested, 1.5% active; AID 624466;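 active means inhibition above a per-plate cutoff, the mean inhibition of test compounds on that plate plus 3 SD, cut at about 49% in these data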;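 further: 0% = DMSO plus EC80 beta-PEA response and 100% = DMSO alone without agonist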
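Assay system: CHO-derived RD-HGA16 cells stably expressing human TAAR1 plus Gα16. Timing: 140 s kinetic read after compound, 140 s after agonist. Technique: kinetic Fluo-8 calcium fluorescence measurement. Measure: % inhibition of agonist calcium response.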
M5 ag: CHRM5 agonism in calcium assay. activation, % at 3 µM. CHO-K1 hM5 cells, Fluo-8 calcium fluorescence; 0% DMSO wells, 100% maximal acetylcholine response. 360,000 tested, 0.19% active. AID 624037. P08912;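 active means activation above the run's mean over test compounds plus 3 SD, cut at about 23% in these data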;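 further: signal is peak over basal fluorescence ratio across the kinetic read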
M5 PAM: CHRM5 positive allosteric modulation. P08912. CHO-K1 hM5, Fluo-8 calcium, ACh EC20 PAM; 0% = ACh EC20, 100% = ACh EC100. activation, % at 3 µM. 360,000 tested, 0.3% active. AID 624038;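 active means activation above the run cutoff, the mean activation of all test compounds plus 3 SD, cut at about 18% in these data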
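system = human M5 receptor in CHO-K1 cells | reagent = EC20 acetylcholine as agonist stimulus | compound dosing = single-point, 3 µM nominal | incubation = Fluo-8 loading 80 min at 37 °C plus 30 min room temperature | detection = Fluo-8 calcium dye fluorescence, kinetic read | benchmarks = low control EC20 acetylcholine (0%), high control EC100 acetylcholine (100%)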
Active calls of the source: *; · = not tested or not shown. Not a hit list; overall some 4.2% were active at least once.

1: Cc1ccc2c(C(=O)CCl)c(C)[nH]c2c1
2: COc1ccc(OCC(=O)NNC(=S)NC(=O)C2CC2)cc1
3: COc1ccccc1C(=O)OCC#CCSc1nnc(-c2cccc3ccccc23)o1
4: Cc1nc(NCCc2ccccc2)c2nnn(Cc3ccccc3)c2n1
5: Cc1ccc(C(=O)N/C(=C\c2ccc(-c3cccc([N+](=O)[O-])c3)o2)C(=O)NCCCN(C)C)cc1
6: Cc1cccn2c(=O)c3cc(C(=O)NC4CCCCC4)n(C)c3nc12
7: COC(=O)c1ccc2nc(-c3ccc(OC)c(OC)c3)c(CC3CCCCC3)n2c1
8: CC1CN(S(=O)(=O)c2csc(C(=O)Nc3ccccc3)c2)CC(C)O1 (stereo not drawn)

Compound	1	2	3	4	5	6	7	8
TAAR1 ag	0	2	11	51*	1	1	1	1
CRFBP-R2 agonist	1.7	-3.9	2.4	0.7	0.4	-0.4	·	-1.9
M5 antag	8	-6	13	-7	-8	-10	-14	-3
CRFR2-BP antag	-2	-23	-5	18	11	-7	·	24
M4 PAM	-4	9	-1	-2	0	3	10	3
M1 PAM parental	21	10	-8	-8	8	0	14	15
TAAR1 antag	-4	-5	31	45	-6	3	-32	-29
M5 ag	-1	-4	1	1	-4	-6	2	-3
M5 PAM	0	-2	-9	5	5	5	1	-3

Quoted from the listing.
COC(=O)c1ccc2nc(-c3ccc(OC)c(OC)c3)c(CC3CCCCC3)n2c1 in TAAR1 ag is entered as 1
Cc1ccc2c(C(=O)CCl)c(C)[nH]c2c1 in TAAR1 ag is entered as 0
Cc1cccn2c(=O)c3cc(C(=O)NC4CCCCC4)n(C)c3nc12 in M1 PAM parental is entered as 0
COc1ccc(OCC(=O)NNC(=S)NC(=O)C2CC2)cc1 in TAAR1 antag is entered as -5
CC1CN(S(=O)(=O)c2csc(C(=O)Nc3ccccc3)c2)CC(C)O1 (stereo not drawn) in M5 ag is entered as -3
Cc1ccc(C(=O)N/C(=C\c2ccc(-c3cccc([N+](=O)[O-])c3)o2)C(=O)NCCCN(C)C)cc1 in M4 PAM is entered as 0

Continued:
9: Cc1nnc(C)n1/N=C/c1cc(Br)ccc1O
10: COc1cccc(C(NC(C)=O)c2nc(-c3ccoc3)cs2)c1 (stereo not drawn)
11: C=CCN=C1CCCc2c1[nH]c1ccc(C)cc21
12: O=C(CCC(=O)NNc1nc2ccccc2c2nc(-c3ccccc3)nn12)NCCCN1CCOCC1
13: CC(C)OC(=O)C1C2C=CC3(CN(CC4CCCO4)C(=O)C13)O2 (stereo not drawn)
14: COC(=O)C1=C(C)N(C)C(C)=C(C(=O)OC)C1c1cccc(Br)c1
15: Cc1ccc(C(=O)Nc2ccccc2C(=O)O)cc1S(=O)(=O)NCc1ccccc1
16: CCOC(=O)C1CCN(C(=O)CCc2nnc3ccc(N4CCN(C)CC4)nn23)CC1

Compound	9	10	11	12	13	14	15	16
TAAR1 ag	5	4	4	0	2	-2	6	5
CRFBP-R2 agonist	8.9	·	-1.2	-0.9	-3.6	-1.9	-0.5	0.9
M5 antag	-2	3	5	2	3	10	4	0
CRFR2-BP antag	-12	·	11	7	7	27	0	-6
M4 PAM	8	1	0	3	-3	-4	12	4
M1 PAM parental	11	9	9	24	-5	25	14	10
TAAR1 antag	-5	-13	9	4	2	38	-75	4
M5 ag	0	1	-6	0	-1	-11	-2	-6
M5 PAM	1	0	2	-2	-3	-12	1	5

17: CN1OC[C@@H]2CN(Cc3ccccc3)[C@H](c3cccc(N4CCOCC4)c3)C[C@@H]21
18: O=CN/C=C/c1cc(O)ccc1O
19: Cn1c(SCC(N)=O)nnc1-c1cnccn1
20: CC(=O)c1cccc(NC(=O)C2C3C=CC(C3=C(c3ccccc3)c3ccccc3)C2C(=O)O)c1 (stereo not drawn)
21: CCCNC(=O)C12CCC(C)(C(=O)O1)C2(C)C (stereo not drawn)
22: Cc1cc(=O)[nH]c2c1c(C)nn2-c1ccccc1
23: COc1ccc(Cl)cc1NC(=S)NCCC(c1ccccc1)c1ccccc1
24: CCOc1ccc(C2C(C(=O)c3ccco3)=C(O)C(=O)N2CCCn2ccnc2)cc1OC (stereo not drawn)

Compound	17	18	19	20	21	22	23	24
TAAR1 ag	1	9	0	10	3	13	2	2
CRFBP-R2 agonist	-1.2	0.8	0.0	0.0	2.5	-0.4	-0.1	-1.5
M5 antag	0	0	12	3	8	-4	-3	15
CRFR2-BP antag	10	1	3	-6	-17	6	9	-6
M4 PAM	-3	9	0	0	-5	21	-2	-2
M1 PAM parental	23	1	7	-10	-4	11	23	-2
TAAR1 antag	-9	-12	23	-22	-26	-3	8	-10
M5 ag	0	0	1	3	0	1	-3	0
M5 PAM	5	-2	-1	2	2	2	-3	-4

25: CC(=O)Nc1nc(C)c(Cc2ccccc2)c(=O)[nH]1
26: CC[C@]12c3[nH]c4cc(-c5ccco5)ccc4c3CCN1C(=O)[C@@H](CC(=O)NCCc1ccccn1)C[C@@H]2C(=O)N1CCN(C(=O)C2CC2)CC1
27: CCCCc1nnc(NC(=O)C(=O)OCC)s1
28: CCC(=O)Nc1cc2c3c(c1)CCC(=O)N3CCC2
29: CCOc1ccc(-n2c(-c3ccccc3)nnc2-c2ccccc2)cc1
30: Cc1cccc(NC(=O)C(C)OC(=O)CNC(=O)C2CCCCC2)c1 (stereo not drawn)
31: CCOC(=O)C1=C(NC(=S)NC(=O)c2ccccc2)c2ccccc2CC1C(C)C (stereo not drawn)
32: CCOc1ccccc1-n1c(SCC(=O)NC(C)(C)C)nnc1-c1ccoc1C

Compound	25	26	27	28	29	30	31	32
TAAR1 ag	-1	13	3	2	5	0	19	9
CRFBP-R2 agonist	-1.4	-0.1	1.2	-0.7	2.2	-0.8	-1.8	-0.2
M5 antag	2	9	15	-2	-4	7	12	-6
CRFR2-BP antag	0	3	-3	5	-15	-10	-52	1
M4 PAM	11	10	-13	-1	6	4	-9	0
M1 PAM parental	-2	12	14	7	17	19	10	10
TAAR1 antag	-26	-16	-36	-11	1	-35	47	10
M5 ag	3	1	4	-1	-4	0	-3	-11
M5 PAM	0	-3	-11	3	-2	2	-9	1

33: O=C(Cn1c(NCCO)nc2ccccc21)c1ccc(F)cc1
34: CC(=O)NCC(=O)NC(Cc1ccccc1)C(N)=O (stereo not drawn)
35: CCN(CC)c1ccc(/C=C2/SC(=O)N(C(C)C)C2=O)o1
36: CCOC(=O)C1(Cc2cccc(F)c2)CCN(CC2CC2)CC1
37: COC(=O)[C@]1(C)N[C@H](c2ccc(-c3ccc(Cl)c(Cl)c3)c(OC)c2)[C@@H]2C(=O)N(C)C(=O)[C@@H]21
38: COc1ccc(S(=O)(=O)N2CCOC2CNC(=O)C(=O)NCCc2c[nH]c3ccccc23)cc1 (stereo not drawn)
39: COc1cccc(/C=C/C(=O)OCC(=O)Nc2ccc(Cl)c(S(=O)(=O)N(C)C)c2)c1OC
40: CCOC(=O)C(C)CC(C)C(=O)N1CCOCCOCCN(C(=O)C(C)CC(C)C(=O)OCC)CCOCC1 (stereo not drawn)

Compound	33	34	35	36	37	38	39	40
TAAR1 ag	4	8	73*	9	12	17	8	-1
CRFBP-R2 agonist	0.1	1.8	8.3	-0.1	10	2.0	-0.2	-0.3
M5 antag	-3	0	11	9	10	2	3	-1
CRFR2-BP antag	13	-3	-14	31	1	8	14	-8
M4 PAM	-2	-3	-4	0	6	-11	-2	7
M1 PAM parental	10	8	16	12	-1	6	3	1
TAAR1 antag	-1	-30	54*	-8	21	35	8	1
M5 ag	0	-2	2	-16	-4	9	0	-1
M5 PAM	5	2	2	-4	-3	-19	2	-7

41: COc1ccc(N2CCN(C(=O)c3ccc4c(=O)n5c(nc4c3)CCCCC5)CC2)cc1
42: COc1cccc(-c2c(C(=O)O)cc(O)c3ccc(OC)cc23)c1
43: Cc1ccccc1N=C(NOCc1ccc(Cl)cc1Cl)c1nonc1N
44: COc1ccc(-c2noc(CN(C(=O)c3cccs3)C(C)C)n2)cc1
45: COc1ccc(-c2coc3c(C(=O)NC(C)C)cccc23)c(C)c1
46: COC(=O)[C@@]12C[C@@H](CC(=O)NCc3ccc(C)o3)C(=O)N(Cc3ccc4c(c3)OCO4)C1=CCC(C)(C)C2
47: CCN=C1SC(C(=O)Nc2ccccc2)CC(=O)N1CC (stereo not drawn)
48: Cc1c(NS(=O)(=O)c2cccc([N+](=O)[O-])c2)c(=O)n(-c2ccccc2)n1C

Compound	41	42	43	44	45	46	47	48
TAAR1 ag	-1	5	0	1	0	-2	21	4
CRFBP-R2 agonist	1.6	3.6	4.3	-7.6	·	·	-0.6	-0.6
M5 antag	2	19	-11	-10	-4	13	14	7
CRFR2-BP antag	23	1	-28	8	·	·	-37	8
M4 PAM	1	5	-21	-5	0	6	-14	-4
M1 PAM parental	12	1	-9	2	16	·	11	1
TAAR1 antag	-29	-17	47	7	-35	-2	65*	-4
M5 ag	-2	-4	-3	-4	-3	0	7	-4
M5 PAM	-1	3	-5	3	-2	-5	-22	0

49: COc1ccccc1NC(=O)CSc1nnc(C)n1CCc1ccccc1
50: NC[C@H](O)c1ccc(O)c(O)c1
51: COc1cccc(-c2nnc3n2N=C(c2cc(OC)ccc2OC)CS3)c1
52: COc1ccc(Cc2noc(CN3CCCN(C4Cc5ccccc5C4)CC3)n2)cc1OC
53: CC(=O)c1sc(NC(=O)COc2ccc(C(C)C)c(C)c2)nc1C
54: Cc1ccc2nc(SCC(=O)Nc3ccc(F)cc3)nc(=O)n2c1
55: CCN1CCCC1Cn1cnc2c([nH]c3cccc(Cl)c32)c1=O (stereo not drawn)
56: Cc1cccc(CN2C(=O)c3ccccc3Sc3ccc(C(=O)NCCN4CCOCC4)cc32)c1

Compound	49	50	51	52	53	54	55	56
TAAR1 ag	2	5	3	1	-1	6	7	10
CRFBP-R2 agonist	1.4	0.5	-0.6	0.1	1.6	-1.8	-0.2	-1.3
M5 antag	1	0	2	11	4	2	-1	-5
CRFR2-BP antag	-11	11	15	-28	-9	-5	-17	-11
M4 PAM	-5	-5	-2	-15	-3	-3	1	-4
M1 PAM parental	5	12	3	21	10	15	10	10
TAAR1 antag	7	3	-6	3	-38	-27	3	4
M5 ag	-6	0	-2	-9	4	3	-7	-1
M5 PAM	7	-4	-6	-2	1	-1	-3	8

Three compounds from above with just M5 antag, CRFR2-BP antag and TAAR1 ag.
entry	compound	M5 antag	CRFR2-BP antag	TAAR1 ag
37	COC(=O)[C@]1(C)N[C@H](c2ccc(-c3ccc(Cl)c(Cl)c3)c(OC)c2)[C@@H]2C(=O)N(C)C(=O)[C@@H]21	10	1	12
38	COc1ccc(S(=O)(=O)N2CCOC2CNC(=O)C(=O)NCCc2c[nH]c3ccccc23)cc1 (stereo not drawn)	2	8	17
39	COc1cccc(/C=C/C(=O)OCC(=O)Nc2ccc(Cl)c(S(=O)(=O)N(C)C)c2)c1OC	3	14	8
